# Bioassay records as filed in PubChem.
# Pol beta inh – blocks human DNA polymerase beta activity. 340,000 compounds, 1.3% hits. Pol beta primer extension/strand displacement, fluorescence kinetic. Potency, µM (top dose mostly 114 µM), for inactives: at the highest dose activity change, negative = inhibition, hits mostly inhibitors; further: potency means the concentration at half of the fitted maximal effect; on the % scale 0 is the no-effect control and ±100 the full control effect
#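 Values derive from four-parameter Hill fits of normalized kinetic data: reads at 0 and 10 min following addition of 50 nM substrate to 10 nM Pol beta preincubated 15 min with compound.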
# Apoferritin bind – binds horse apoferritin like a general anesthetic; P02791; apoferritin/1-aminoanthracene competitive binding, fluorescence; Potency, µM (top dose mostly 77.5 µM), inactives show at the highest dose activity change, negative = displacement, most hits filed as inhibitors; 350,000 compounds, 0.074% hits; further: potency means the concentration at half of the fitted maximal effect; on the % scale 0 is the no-effect control and ±100 the full control effect; nearly all actives have a fitted effect of over 20% in size
# Target sequence (P02791 2-175 limits assumed): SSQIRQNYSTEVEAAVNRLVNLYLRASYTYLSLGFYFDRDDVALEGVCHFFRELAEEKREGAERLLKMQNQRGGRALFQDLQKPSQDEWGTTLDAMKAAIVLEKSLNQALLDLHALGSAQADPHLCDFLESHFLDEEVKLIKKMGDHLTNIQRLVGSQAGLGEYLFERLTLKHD
#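 Probe: 1-aminoanthracene (50% saturated, PBS). Protein: horse-spleen apoferritin, 10 uM. Incubation: 10 min, room temperature. Detection: 380 nm excitation, 535 nm emission. Analysis: normalized response, four-parameter Hill.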
# ALOX12 inh – inhibitors of human 12S-lipoxygenase ALOX12; P18054; purified 12hLO, xylenol orange hydroperoxide absorbance; Potency, µM (top dose mostly 108 µM), without a hit: at the top dose activity change, negative = inhibition, usual class: inhibitors; 580,000 compounds, 1.1% hits; AID 1671190; further: potency means the concentration at half of the fitted maximal effect; on the % scale 0 is the no-effect control and ±100 the full control effect
#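 Purified human 12hLO at 150 nM in 25 mM Hepes, 0.01% Triton X-100, pH 7.0, preincubated 15 min at room temperature with compound. Reaction started with 40 uM arachidonic acid, 30 min at room temperature. Hydroperoxide measured by Fe-xylenol orange, 573/405 nm absorbance ratio.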
# LDHA inh – blocks human lactate dehydrogenase A. purified LDHA, NADH/diaphorase-resazurin fluorescence; stronger effect = lower value. P00338. AID 1347041. 480,000 compounds, 0.15% hits. activity change, % (values are at about 110 or 230 µM); in the data active means activity change below about -30%; inconclusive means mostly about -25% to -30%;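 further: plate controls were DMSO wells for no effect and wells without enzyme for full effect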
#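 Resorufin fluorescence (ex540/em590), read at 0 and 20 min after diaphorase/resazurin addition, reports the NADH left after a 5 min room-temperature reaction of 2 nM human LDH5 with 0.06 mM NADH and 0.2 mM pyruvate.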
# RGS4 inh – blocks human RGS4-accelerated GTP hydrolysis | Potency, µM (series often up to 114 µM), without a hit: at the highest dose activity change, negative = inhibition, usual class: inhibitors | AID 504845 | P49798 | Transcreener GDP fluorescence polarization, RGS4-accelerated GTP hydrolysis | 390,000 compounds, 0.039% hits; further: potency means the concentration at half of the fitted maximal effect; on the % scale 0 is the no-effect control and ±100 the full control effect; nearly all actives have a fitted effect of over 75% in size; some results filed as inactive show a strong effect at the top dose
# Target sequence (P49798 whole entry, looked up): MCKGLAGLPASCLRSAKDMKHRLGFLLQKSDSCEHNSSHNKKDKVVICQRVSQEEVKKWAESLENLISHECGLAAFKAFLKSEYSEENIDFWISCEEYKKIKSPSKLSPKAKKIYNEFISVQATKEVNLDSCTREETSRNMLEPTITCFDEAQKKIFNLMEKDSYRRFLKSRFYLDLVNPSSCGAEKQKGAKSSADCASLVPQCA
#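 MLSMR compounds (23 nl, pin-transferred) preincubated 10 min at room temperature with a 500nM (2x) first reagent, then RGS4 at 900nM (2x) plus Transcreener GDP mix added; fluorescence polarization (620/688 nm) read before and after 90 min at 30 °C.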
# ERG Ets-DNA blk – ERG Ets/DNA interaction inhibition | P11308 | fluorescence polarization, His-ERG Ets domain / labelled DNA | Potency, µM (doses to about 76.9 µM), for the others: at the top dose FP activity, negative = inhibition, hits mostly inhibitors | 370,000 compounds, 0.028% hits; active means well fitted inhibition curve with a large enough effect in the polarisation, with a control signal flat; inconclusive means small, poorly fitted or top-dose-only effect, or effect the other way, or a change in a side signal; inactive means no such curve, though single readings can be large or run the other way; the % refers to the polarisation;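 further: polarization taken with two DNA probes labelled with fluorescein and Texas red; potency means the concentration at half of the fitted maximal effect; % of control where 0% means no effect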
# Target sequence (P11308 whole entry, looked up, the tested form may be a part): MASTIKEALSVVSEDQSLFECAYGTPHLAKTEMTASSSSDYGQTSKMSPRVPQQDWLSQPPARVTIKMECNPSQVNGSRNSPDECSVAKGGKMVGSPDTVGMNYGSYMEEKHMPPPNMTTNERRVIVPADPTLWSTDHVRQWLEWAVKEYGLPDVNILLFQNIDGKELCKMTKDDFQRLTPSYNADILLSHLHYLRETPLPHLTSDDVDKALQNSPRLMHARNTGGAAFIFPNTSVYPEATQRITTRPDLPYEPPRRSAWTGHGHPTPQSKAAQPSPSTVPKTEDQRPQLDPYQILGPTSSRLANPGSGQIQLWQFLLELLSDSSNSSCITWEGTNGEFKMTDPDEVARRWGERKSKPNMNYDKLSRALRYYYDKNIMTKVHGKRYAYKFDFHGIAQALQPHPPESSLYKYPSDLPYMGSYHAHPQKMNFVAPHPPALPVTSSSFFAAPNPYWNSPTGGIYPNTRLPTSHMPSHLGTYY
#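 His-tagged ERG Ets domain (1 uM in the protein solution; 300mM KCl, 50mM Tris-HCl, 1mM EDTA, 1mM DTT, pH 7.5) received compound, then a probe mix of 5 nM fluorescein-DNA and 100nM Texas-615-DNA. Fluorescence polarization was read for both dyes.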
# Pol kappa inh – DNA polymerase kappa (human) inhibition; Q9UBT6; Potency, µM (highest dose often 107 µM), inactives show at the top dose activity, negative = inhibition, hits mostly inhibitors; 400,000 compounds, 0.53% hits; purified Pol kappa, fluorescent DNA synthesis assay, 10 min; AID 588579; further: potency means the concentration at half of the fitted maximal effect; on the % scale 0 is the no-effect control and ±100 the full control effect
#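 10 nM Pol kappa was preincubated with compounds for 15 min at room temperature. Reaction started with 50 nM (final) substrate. Fluorescence read kinetically at 0 and 10 min.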
# APE1 inh – inhibitors of human APE1 endonuclease. P27695. recombinant APE1, TAMRA/BHQ-2 abasic DNA cleavage fluorescence. Potency, µM (highest dose often 65.8 µM), inactives show at the highest dose activity change, negative = inhibition, most hits filed as inhibitors. 350,000 compounds, 0.35% hits. AID 2517;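 further: potency means the concentration at half of the fitted maximal effect; plate controls were vehicle for no effect and reference inhibitor for full effect; nearly all actives have a fitted effect of over 55% in size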
#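 Activity was derived from the fluorescence gain between first and third kinetic reads (60 s intervals, ex 525/em 598 nm) after 50 nM THF-abasic TAMRA/BHQ-2 duplex was added to 0.75 nM APE1 preincubated 15 min with compound.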
# POLH inh – blocks human DNA polymerase eta activity; recombinant Pol eta, fluorescent DNA replication assay; Potency, µM (highest dose often 114 µM), for inactives: at the top dose activity change, negative = inhibition, actives largely listed as inhibitors; 390,000 compounds, 1.2% hits; further: potency means the concentration at half of the fitted maximal effect; on the % scale 0 is the no-effect control and ±100 the full control effect
#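 Pol eta (10 nM) was preincubated with compounds for 15 min at room temperature, after which fluorescent replication substrate (50 nM final) was added to start the reaction. Fluorescence was read kinetically at 0 and 10 min.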
# * hit, by the source's call; ? = inconclusive; · = no result given; [ ] = dose if it differs, or a comment. Unless noted, the call rests on the fitted dose curve; in most records, active means well fitted curve in the direction sought with a large enough effect; inconclusive means small, poorly fitted or top-dose-only effect, or another doubt; inactive means no such curve, though single readings can be large; an effect the other way counts as inactive or inconclusive. An excerpt. The share of hits here may be higher or lower than overall.
SMILES,Pol beta inh,Apoferritin bind,ALOX12 inh,LDHA inh,RGS4 inh,ERG Ets-DNA blk,Pol kappa inh,APE1 inh,POLH inh
Cc1c(OCC(=O)N2C[C@H]3C[C@@H](C2)c2cccc(=O)n2C3)ccc2c3c(c(=O)oc12)CCCC3,13%,-24%,2%,3,8%,11%,2%,4%,-7%
COc1cc(-c2nc3ccccn3c2Nc2ccccc2C)ccc1O,-12%,-10%,?,0,-12%,-9%,-8%,·,-9%
CC(=O)Nc1c(C)nn(-c2ccccc2)c1N1CCC(C(=O)Nc2cc(Cl)ccc2C)CC1,37%[activator],-9%,-20%,-9,24%,0%,-12%[60.1 µM],·,-10%
c1csc(C2CCCN2c2nc3nonc3nc2NC2CC2)n1 (centres undefined),?,-19%,-3%,0,-14%,1%,-5%,-4%,-23%
CC1(C)CC(=O)C2=C(C1)N(Cc1ccc(F)cc1)C(=O)C2(NC(=O)c1cccnc1)C(F)(F)F (centres undefined),2%,-16%,0%,0,-2%,0%,-7%,-3%,-1%
CCN(CC)CCOc1ccc(C=NNc2nc3c([nH]2)c(=O)n(C)c(=O)n3C)cc1,·,·,4%,3,40%,2%,-5%,·,-21%
CC1(c2ccccc2Cl)NC(=O)N(CC(=O)Nc2ccccc2OC(F)F)C1=O (centres undefined),37%,-18%,1%,4,-7%,?,-4%,32%,-20%
CCOC(=O)N1CCN(S(=O)(=O)c2ccc(C(=O)Nc3nc4c(s3)CC(C)CC4)cc2)CC1 (centres undefined),4%,-12%,?,-2,12%,·,-8%,-3%,?
CCc1cc(C)cc(OCCOc2ccccc2/C=N/NC(C)=O)c1,0%,-10%,31%[activator],-12,-12%,-7%,-16%,18%,-4%
CCOC(=O)N1CCN(CC(O)c2ccccc2)CC1 (centres undefined),4%,1%,-13%,-9,6%,1%,-2%,17%,-5%
CN(C(=O)c1ccc(Cl)cc1)c1ccc(OCC(=O)Nc2cc(C(=O)O)ccc2Cl)cc1,·,·,-7%,-2,-11%,-7%,-12%,·,-34%
COc1ccc(-c2noc(CC(=O)N(C)c3cc(Cl)c(OC)cc3OC)n2)cc1,-2%,4%,-5%,0,14%,-6%,-6%,·,3%
O=C(NC1CCSc2ccccc21)c1ccc(F)cc1 (centres undefined),21%,-11%,-9%,-2,-16%,-3%,3%,13%,-7%
CC(=O)Nc1ccc2nc(CN3CCN(Cc4ccc(F)cc4)C(CCO)C3)ccc2c1 (centres undefined),28%,3%,?,-1,25%,-12%,1%,10%,-4%
COc1ccc(S(N)(=O)=O)cc1C(=O)OCC(=O)N1CCCC(C)C1 (centres undefined),·,·,25%,-20,18%,6%,3%,16%,-6%
O=S(=O)(CCS(=O)(=O)c1ccccc1)c1ccccc1,·,·,8%,-2,4%,-12%,4%,·,-1%
N/C(=N\OC(=O)c1ccc(Cl)cc1)c1ccccn1,31%,-17%,7%,-2,22%,-1%,-7%,1%,-8%
CN(C)CCOC(=O)/C(=C/c1cn(C)c2ccccc12)NC(=O)c1ccccc1,-15%,2%,13%,-6,19%,7%,-6%,2%,-8%
COc1ccc(N2CCN(C(=O)COC(=O)CSc3ccccc3)CC2)cc1,·,·,13%,1,-19%,2%,0%,53%,-15%
NS(=O)(=O)c1ccc(CCNC(=O)c2cc(-c3ccc(Br)cc3)nc3ccccc23)cc1,?,-9%,-21%,-4,-3%,12%,-4%,-4%,8%
CCOC(=O)c1ccc(OCc2nc(-c3cccs3)no2)cc1,24%,-4%,1%,-1,-6%,·,-12%,-1%,-14%
COc1ccc(CCNC(=O)COC(=O)CNS(=O)(=O)c2ccc(SC)c([N+](=O)[O-])c2)cc1,·,·,240%[activator],-1,-30%,-7%,11%,-6%,-13%
COc1cc(-c2n[nH]c(=S)n2-c2ccc(Br)cc2)cc(OC)c1OC,17%,-3%,?,-5,-27%,3%,0%,-4%,-2%
O=C(NNc1ccccc1)C(=O)N1CCCCC1,0%,4%,-29%,-3,21%,-2%,-5%,3%,-20%
COc1ccc(-c2c3c(=O)n(C)c(=O)n(C)c3c3c(-c4cccc(C)c4)nc4ccccc4n23)cc1,5%,-4%,-18%,-2,13%,1%,4%,·,-21%
CCOC(=O)c1ccc(Oc2nc(NC)nc(Nc3ccccc3)n2)cc1,-2%,-19%,3%,3,1%,-7%,-13%,0%,-6%
COc1cc([N+](=O)[O-])ccc1NC(=O)Cc1ccccc1,22%,-16%,-2%,-9,17%,0%,-3%,3%,6%
COc1ccc(-c2nn(CC(=O)N(C)C)c(=O)c3ccccc23)cc1,-27%,-16%,-18%,-3,9%,-8%,-7%,2%,-9%
COC(=O)c1scc(-c2ccc(C)cc2)c1S(=O)(=O)N1CCN(c2ccc(OC)cc2)CC1,-3%,3%,?,1,-18%,-2%,25%,·,-7%
O=C(Nc1ccccc1C(=O)N1CCOCC1)C1CCCO1 (centres undefined),-19%,-7%,30%[activator],6,-7%,-12%,0%,1%,-18%
CSc1n[nH]c(=O)n1-c1ccc(Cl)cc1,8%,0%,172%[activator],-5,-17%,-6%,-5%,5%,-13%
COc1ccc(CC(=O)N2CCN=C2SCc2ccc([N+](=O)[O-])cc2)cc1,-2%,?,6%,-9,8%,1%,-2%,-4%,-12%
COc1ccc(C2=NOC(C(=O)NCc3ccccn3)C2)cc1OC (centres undefined),30%,-7%,4%,-3,8%,-1%,-8%,1%,5%
O=C(CC(c1cccs1)N1Cc2ccccc2C1=O)Nc1ccc(F)c(F)c1 (centres undefined),-16%,6%,-28%,0,-6%,-1%,-7%[60.1 µM],·,-6%
Cc1cc(C)nc(NS(=O)(=O)c2ccc(NC(=O)c3nc(SC(C)C)ncc3Cl)cc2)n1,35%,-9%,0%,-5,9%,1%,-3%,·,-16%
CSc1ccccc1C(=O)NCc1ccc(S(N)(=O)=O)cc1,27%,0%,8%,-7,35%,-10%,-8%,17%,-4%
CC(C)c1ccc(NC(=O)Cn2c(=O)oc3ccccc32)cc1,23%,2%,0%,-3,12%,-4%,-17%,-7%,-5%
Cc1ccc(N2CCN(S(=O)(=O)N3CCCCC3)CC2)c(C)c1,-9%,2%,8%,0,12%,7%,-11%,1%,0%
COc1cc(N2C(=O)c3ccccc3C2=O)c(Cl)cc1C(=O)OCC(=O)N1CCOCC1,41%,-9%,1%,-2,-13%[56.9 µM],3%,-12%,12%,2%
Cn1c(=O)[nH]c(=O)c2c1nc(N1CCCCC1)n2CCOc1ccccc1,6%,-12%,-6%,-6,17%,-7%,-11%,2%,-8%
CCCc1cc(C(=O)N2CCN(S(=O)(=O)c3ccc(OC)c(OC)c3)CC2)cs1,-9%,-1%,-2%,-8,16%,-2%,-2%,0%,-4%
COc1cc(C(=O)NCc2ccc3c(c2)CCN3C(=O)c2ccncc2)cc(OC)c1OC,?,-12%,-21%,-11,-3%,-3%,-3%[60.1 µM],·,-5%
CCOC(=O)c1c(NC(=O)C2=C(C)NC(=S)NC2c2ccc(F)cc2)sc(C)c1C (centres undefined),-14%,52%[activator],28µM*,-6,-27%,3%,-26%,-9%,-7%
O=C1CN(c2cc(Cl)cc(Cl)c2)C(=O)CN1/N=C/c1cccnc1,19%,-7%,?,-11,-3%,-7%,-1%,1%,-12%
CCCCN(C(=O)CSc1nc2ccccc2n1CC)C1CCS(=O)(=O)C1 (centres undefined),·,·,12%,0,-22%,23%,-1%,37%,-24%
CCOC(=O)c1c(NC(=O)COc2ccccc2C#N)sc2c1CC(C)(C)NC2(C)C,8%,-8%,-1%,-2,16%,9%,-19%,-19%,-7%
CCN(CC(=O)Nc1ccc([N+](=O)[O-])cc1OC)CC(=O)NC(C)(C)C,?,-6%,-7%,9,-5%,12%,-1%,9%,-11%
COC(=O)c1ccc(CNC(=O)COC(=O)c2ccccc2-c2ccccc2)cc1,·,·,-6%,2,4%,0%,-19%,-18%,-21%
C=CCc1cccc(/C=N/NC(=O)CN2CCN(Cc3ccccc3)CC2)c1O,·,5%,4%,·,·,·,?,19%,·
O=C(CN(C(=O)c1csnn1)c1cccc(Cl)c1)NC1CCCC1,1%,-12%,-1%,-2,-2%,1%,-1%,35%[activator],-16%

# (next part)
SMILES,Pol beta inh,Apoferritin bind,ALOX12 inh,LDHA inh,RGS4 inh,ERG Ets-DNA blk,Pol kappa inh,APE1 inh,POLH inh
CCOC(=O)c1c(NC(=O)Nc2ccc(C)cc2)sc2c1CCN(C)C2,?,-20%,133%[activator],-9,15%,2%,-1%,3%,-3%
COc1cc(OC)c(/C=C2\SC(=O)N(CC(=O)Nc3ccccc3F)C2=O)c(OC)c1,29%,-4%,-9%,-4,-18%,2%,-6%,32%,-7%
Cc1cc2cc(CNS(=O)(=O)N(C)C)ccc2[nH]1,40%,-10%,9%,-1,-2%,-11%,-27%,12%,-18%
Cc1ccc(C(=O)Nc2ccc([N+](=O)[O-])cn2)o1,1%,1%,-13%,-5,-9%,-2%,-6%,9%,-13%
Cc1ccccc1NC1=NCC(c2ccc([N+](=O)[O-])cc2)S1 (centres undefined),31%,-16%,-11%,-5,6%,1%,4%,9%,?
